High-throughput results: PubChem BioAssay, several laboratories
Rin1-Abl PPI inh = inhibitors of human Rin1-Abl protein interaction | P00519+Q13671 | TR-FRET Rin1/Abl binding, biochemical | inhibition, % at 7.35 µM | actives 0.4% (n = 360,000) | AID 588664; in the data active = inhibition above about 5%, passing the limit was not always enough
E coli Lon inh = E. coli protease La inhibition; purified E. coli Lon protease, fluorescence polarization; inhibition, % at 7.94 µM; actives 0.42% (n = 360,000); AID 602123; in the data active = inhibition above about 13%, passing the limit was not always enough;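 note: 0% = enzyme with probe and DMSO and 100% = no enzyme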
Neddyl block = inhibitors of human cullin neddylation. P61081+Q13564. actives 0.58% (n = 360,000). AID 651699. TR-FRET cullin neddylation, biochemical. calls only at 25 µM; in the data active = inhibition above about 36%
MsrA act = activates bovine MsrA enzyme; purified bovine MsrA, absorbance read-out; activation, % at 10.6 µM; actives 0.3% (n = 360,000); AID 602163; in the data active = activation above about 7.5%;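 note: 0% = vehicle and 100% = reference activator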
FAS TE block = blocks the thioesterase domain of human fatty acid synthase; P49327; recombinant FAS-TE, OMFH fluorogenic substrate, fluorescence endpoint; AID 602261; inhibition, % at 15 µM; actives 0.67% (n = 360,000);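 active = compounds whose normalised, plate-corrected inhibition of enzyme fluorescence in the single-dose primary screen is 50% or more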;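 note: 0% = DMSO with enzyme and 100% = substrate without enzyme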
MLLE-PAM2 inh = blocks PAM2 peptide binding to the PABP1 MLLE domain; GST-MLLE / FITC-PAM2 fluorescence polarization; inhibition, % at 20 µM; actives 0.36% (n = 360,000); AID 588489; in the data active = inhibition above about 35%, passing the limit was not always enough;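 note: plate controls were DMSO wells with GST-MLLE for no effect and wells lacking GST-MLLE protein for full effect; some results filed as inactive read as strong as hits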
NRP1-CendR mod = alters CendR peptide binding to human NRP-1; inhibition, % at 25 µM; actives 0.85% (n = 360,000); O14786; FAM-RPARPAR peptide binding to NRP-1, fluorescence polarization;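 active = inhibition or corrected inhibition above about 18%, plus a signal ratio from 0.5 to 1.5, limit read from the data, passing the limit was not always enough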; note: strong numbers were not always called active
Target sequence (O14786 whole entry, looked up): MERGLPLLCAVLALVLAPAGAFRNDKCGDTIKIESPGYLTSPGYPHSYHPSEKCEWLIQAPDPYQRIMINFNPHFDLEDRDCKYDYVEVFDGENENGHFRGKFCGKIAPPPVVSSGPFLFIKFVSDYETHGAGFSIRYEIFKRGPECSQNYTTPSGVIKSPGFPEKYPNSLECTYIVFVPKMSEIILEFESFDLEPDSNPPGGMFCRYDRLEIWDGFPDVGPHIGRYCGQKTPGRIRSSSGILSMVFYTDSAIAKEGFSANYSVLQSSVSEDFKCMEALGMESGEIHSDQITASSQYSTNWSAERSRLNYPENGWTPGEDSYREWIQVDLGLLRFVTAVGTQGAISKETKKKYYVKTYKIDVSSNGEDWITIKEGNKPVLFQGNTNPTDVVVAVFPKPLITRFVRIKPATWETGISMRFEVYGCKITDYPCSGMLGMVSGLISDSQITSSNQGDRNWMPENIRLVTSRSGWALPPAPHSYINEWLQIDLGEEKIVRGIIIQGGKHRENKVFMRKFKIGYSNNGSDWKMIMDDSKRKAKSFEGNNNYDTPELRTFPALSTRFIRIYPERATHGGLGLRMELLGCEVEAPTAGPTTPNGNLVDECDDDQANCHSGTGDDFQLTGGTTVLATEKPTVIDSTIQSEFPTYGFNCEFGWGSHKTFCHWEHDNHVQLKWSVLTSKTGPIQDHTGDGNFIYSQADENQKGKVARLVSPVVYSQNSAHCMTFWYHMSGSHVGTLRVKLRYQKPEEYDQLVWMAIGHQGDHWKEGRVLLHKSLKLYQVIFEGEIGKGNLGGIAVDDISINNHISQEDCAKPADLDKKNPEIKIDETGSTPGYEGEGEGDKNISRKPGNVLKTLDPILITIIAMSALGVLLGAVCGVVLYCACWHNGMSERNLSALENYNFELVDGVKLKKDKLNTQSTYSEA
SKN-1 block = inhibitors of C. elegans SKN-1; actives 0.49% (n = 360,000); C. elegans VP596 Pgst-4::GFP/RFP ratio, acrylamide-induced, 24 h; inhibition, % at 21.8 µM;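 active = interference check ratio from 0.5 to 1.5 plus GFP to RFP signal ratio inhibition reaching or exceeding a fixed threshold, cut at about 30% in these data, passing the limit was not always enough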; note: some compounds called inactive have numbers as strong as hits
MT1-MMP act inh = inhibitors of human MT1-MMP activation | HT1080 RFP-PRO-GFP cells, GFP/RFP ratio fluorescence, overnight; percent of plate control window, DMSO zero | GFP/RFP ratio change, % at 20 µM | actives 0.061% (n = 360,000) | AID 651647;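 active = GFP/RFP ratio change of at least 30% with cell ATP level not reduced by more than half and red fluorescence within 50% of control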; note: strong numbers were not always called active
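Material: RFP-PRO-GFP reporter HT1080 cells. Dosing: single-point 20 µM compound, 1% DMSO. Controls: DMSO and RFP-L50D-GFP cell wells. Timing: cells overnight before dosing, compound overnight, 37 °C, 5% CO2. Measure: GFP/RFP fluorescence ratio.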
* = called active by the depositor; i = inactive; · = no result given.

SMILES	Rin1-Abl PPI inh	E coli Lon inh	Neddyl block	MsrA act	FAS TE block	MLLE-PAM2 inh	NRP1-CendR mod	SKN-1 block	MT1-MMP act inh
Cc1cc2cc(C(c3nnnn3Cc3ccco3)N3CCCCC3)c(=O)[nH]c2cc1C (configuration not stated)	0	-25	i	-4	2	-21	-57	11	-31
Cc1ccccc1CNC(=O)c1ccccc1C	-1	-2	i	-9	-1	-3	13	-27	0
Cc1ccc(NC(=O)CSc2nc3nn(-c4ccccc4)c(=O)c-3c3n2CCCCC3)cc1F	-3	-1	i	-1	74*	-20	4	22	2
Cc1cc(OCCCCN2C(=O)NC(C)(C)C2=O)cc(C)c1Cl	-8	10	i	-3	9	5	-7	39*	0
COc1cccc(C(=O)Nc2nc3c(s2)CN(C)CC3)c1	0	-19	i	-9	-27	-53	-79	5	-4
Cc1cccc(NC(=O)c2nc[nH]c2C(=O)NCCCNC(=O)c2[nH]cnc2C(=O)Nc2cccc(C)c2)c1	-2	-6	·	-2	1	-3	-14	8	-9
COc1ccc(-c2nn(-c3ccccc3)cc2CNC[C@H]2O[C@@H](n3ccc(=O)[nH]c3=O)[C@H](O)[C@@H]2O)cc1	1	-14	i	-3	-6	-5	-4	-2	5
O=C(Nc1ccc(Cc2ccncc2)cc1)c1cc([N+](=O)[O-])ccc1N1CCOCC1	-8	-12	i	-3	82*	0	3	0	-4
O=c1c(Cl)c(Cl)cnn1Cc1ccc(F)cc1	-4	-10	i	-6	-1	-17	-2	20	0
CCN(CC)CCNC(=O)c1ccc(NC(=O)c2cn(-c3ccccc3)nc2-c2cccs2)cc1	-4	8	i	-6	10	-13	-3	-12	-2
Cc1ccc(Cl)cc1N1CCN(C(=O)C2(S(=O)(=O)c3ccc(Cl)cc3)CC2)CC1	2	0	i	-1	21	-11	-10	4	-42
O=C(c1ccc(NS(=O)(=O)c2cccc(C(F)(F)F)c2)cc1)N1CCCC1	1	-2	i	-1	-1	-1	6	25	-1
CCOc1ccc(NC(=O)CN2CCN(CC(=O)Nc3ccc4c(c3)OCO4)CC2)cc1	-1	-5	i	-2	5	-1	10	-8	0
Clc1ccc(-c2nc(C3CCCCC3)no2)cc1	-1	0	i	-1	11	-8	12	6	-4
Cc1cc(C(C)(C)C)cc(C)c1S(=O)(=O)N1CC(=O)Nc2ccccc21	0	7	i	-8	15	0	7	-9	4
COc1cc(/C=C(/NC(C)=O)C(=O)O)cc(Cl)c1OCc1ccc(Br)cc1	-1	-5	i	-4	-1	6	7	-2	0
CCOC(=O)c1c(C)n(C)c2ccc(OCC(O)Cn3nc(C)c(Br)c3C)cc12 (configuration not stated)	-1	1	i	-2	12	-6	5	-4	4
CC(=O)Nc1nnc(SCc2ccccc2F)s1	2	3	i	-1	-8	4	6	5	0
O=C(Nc1ccc(O)cc1)c1ccc(C(=O)c2ccccc2)o1	-1	-2	i	-7	-10	8	-3	6	5
COC[C@@H]1CCCN1c1ccc2c(c1)O[C@H](COCc1ccccc1)CN([C@H](C)c1ccccc1)S2(=O)=O	·	-6	i	-4	23	·	-13	7	-2
Nc1nonc1-c1nc2ccccc2n1Cc1ccc(Cl)cc1	1	-2	i	-10	33	0	-3	6	-3
CCN(CCn1cccn1)C(=O)CC1C(=O)NCCN1Cc1cccc(OC)c1OC (configuration not stated)	-1	-3	i	0	-3	7	-2	6	-4
CCN(CC)c1ccc(-n2c(C)c(C(C)=O)c(C(C)=O)c2C)cc1	0	-6	i	1	2	-27	-1	-10	0
CCC(C)(C)c1ccc(OCC(=O)N(C)C)c(C(C)(C)CC)c1	0	1	i	-4	24	7	12	3	-47
CCC(=O)N1CCc2cc(Br)c(S(=O)(=O)CCC(=O)NCCOC)cc21	3	-9	i	-1	-3	8	10	5	-1
C=CCn1c(Cn2c(-c3cnccn3)nc3ccccc32)nc2ccccc21	·	-6	i	-7	-15	·	11	6	5
C=CC[C@H](CC(=O)N(CCO)Cc1ccccc1)C(=O)N[C@H](COC(=O)[C@@H](CC=C)CC(=O)OC(C)(C)C)Cc1ccccc1	2	-11	i	3	17	3	5	8	-24
CCCc1ccc(OCCNC(=O)C2CCCCC2)cc1	-1	1	i	-3	4	-5	-6	13	-1
CC[C@]12c3[nH]c4ccc(OC)cc4c3CCN1C(=O)C(CC(=O)NC/C=C(\C)CCC=C(C)C)C[C@@H]2C(=O)N1CCN(C(=O)C2CC2)CC1 (some centres not stated)	4	-2	i	-7	7	-7	-11	2	-4
Cc1cccc(CN2C(=O)N/C(=C/c3cc(C)n(-c4ccccn4)c3C)C2=O)c1	2	-6	i	-5	2	-16	1	-20	-4
COc1cccc(C(=O)NC2CC3CCCC(C2)N3Cc2ccc(F)cc2)c1 (configuration not stated)	0	18	i	-6	-6	-7	-4	1	-6
CCOc1ccc(-c2nnc3sc(COc4ccc(Cl)cc4)nn23)cc1	0	3	i	-2	-4	-7	12	1	1
Fc1ccc(NC(=S)NCc2ccccn2)cc1	1	8	i	2	-7	-62	10	-6	3
COc1ccc(N2CCN(c3ccc(N4C(=O)COCC4=O)cc3[N+](=O)[O-])CC2)cc1	0	9	i	-11	-12	-9	-4	-4	11
NCCSC1CC(=O)N(c2ccc(F)cc2)C1=O (configuration not stated)	6	5	i	-2	-7	16	-7	-7	1
COc1ccc(C(=O)N2CCC(C)(C(=O)O)C2)c(OC)c1 (configuration not stated)	-1	7	i	-1	-12	4	-7	-2	1

12 structures from above, arranged by length of the SMILES, highest first.
SMILES	Rin1-Abl PPI inh	E coli Lon inh	Neddyl block	MsrA act	FAS TE block	MLLE-PAM2 inh	NRP1-CendR mod	SKN-1 block	MT1-MMP act inh
CC[C@]12c3[nH]c4ccc(OC)cc4c3CCN1C(=O)C(CC(=O)NC/C=C(\C)CCC=C(C)C)C[C@@H]2C(=O)N1CCN(C(=O)C2CC2)CC1 (some centres not stated)	4	-2	i	-7	7	-7	-11	2	-4
C=CC[C@H](CC(=O)N(CCO)Cc1ccccc1)C(=O)N[C@H](COC(=O)[C@@H](CC=C)CC(=O)OC(C)(C)C)Cc1ccccc1	2	-11	i	3	17	3	5	8	-24
COc1ccc(N2CCN(c3ccc(N4C(=O)COCC4=O)cc3[N+](=O)[O-])CC2)cc1	0	9	i	-11	-12	-9	-4	-4	11
Cc1cccc(CN2C(=O)N/C(=C/c3cc(C)n(-c4ccccn4)c3C)C2=O)c1	2	-6	i	-5	2	-16	1	-20	-4
CCN(CCn1cccn1)C(=O)CC1C(=O)NCCN1Cc1cccc(OC)c1OC (configuration not stated)	-1	-3	i	0	-3	7	-2	6	-4
CCN(CC)c1ccc(-n2c(C)c(C(C)=O)c(C(C)=O)c2C)cc1	0	-6	i	1	2	-27	-1	-10	0
C=CCn1c(Cn2c(-c3cnccn3)nc3ccccc32)nc2ccccc21	·	-6	i	-7	-15	·	11	6	5
CCC(C)(C)c1ccc(OCC(=O)N(C)C)c(C(C)(C)CC)c1	0	1	i	-4	24	7	12	3	-47
COc1ccc(C(=O)N2CCC(C)(C(=O)O)C2)c(OC)c1 (configuration not stated)	-1	7	i	-1	-12	4	-7	-2	1
Nc1nonc1-c1nc2ccccc2n1Cc1ccc(Cl)cc1	1	-2	i	-10	33	0	-3	6	-3
CCCc1ccc(OCCNC(=O)C2CCCCC2)cc1	-1	1	i	-3	4	-5	-6	13	-1
Fc1ccc(NC(=S)NCc2ccccn2)cc1	1	8	i	2	-7	-62	10	-6	3

Remaining list, next part
SMILES	Rin1-Abl PPI inh	E coli Lon inh	Neddyl block	MsrA act	FAS TE block	MLLE-PAM2 inh	NRP1-CendR mod	SKN-1 block	MT1-MMP act inh
Cc1cc2cc(CCNC(=O)c3ccc(S(=O)(=O)N4CCOCC4)cc3)c(=O)[nH]c2cc1C	0	-9	i	-8	9	-5	12	16	6
Nn1c(SCC(=O)Nc2c(F)cc(F)cc2Br)nnc1C1CCCCC1	3	-10	i	-1	-5	15	-5	10	1
CCCOc1ccc(CCC(=O)N/N=C/c2ccncc2)cc1	-1	12	i	1	0	-8	1	-2	2
COc1ccc(NC(=S)N(CCCN2CCCCC2)Cc2cccs2)cc1	0	4	i	-4	-5	-36	-2	-5	1
Cc1ccc(-c2nnc(NCc3ccccc3)c3ccccc23)cc1	3	-14	i	-2	14	-1	-10	2	-1
COc1ccc(-c2c(-c3ccc(S(C)(=O)=O)cc3)sc3ccc(OC)cc23)cc1	1	11	i	-6	22	9	20	-2	-14
Cc1ccccc1N/C(SCc1cccc(Br)c1)=C(/C#N)C(N)=O	-1	15	i	-3	21	-3	1	5	-9
CCNS(=O)(=O)c1ccc(CCC(=O)NCc2cccnc2)cc1	-1	-7	i	-2	-8	-8	-1	-2	3
Cc1cc(C(=O)OCC(=O)Nc2ccc(S(N)(=O)=O)cc2)c2ccccc2n1	0	6	i	-4	-2	5	0	3	0
O=C(Cc1cccc(NC(=O)C2CCCN(C(=O)C3CCC3)C2)c1)Nc1cccc(C(=O)N2CCOCC2)c1 (configuration not stated)	2	-4	i	0	-12	5	0	-6	3
CSc1ccc(NC(=O)Nc2cccn(Cc3ccccc3)c2=O)cc1	0	-5	i	3	17	32	4	-1	-21
CC1CCN(CCOCCOc2ccccc2-c2ccccc2)CC1	0	-1	i	-3	-7	2	-4	-10	5
Cc1ccc(OCc2cc(C(=O)N3CCN(CC(=O)NC(C)C)CC3)no2)cn1	2	0	i	0	-5	-1	19	19	-2
CSCc1ccc(C(=O)Nc2cc(C)cc(C)c2)cc1	-1	-2	i	0	11	8	12	3	0
N#CC(C#N)=C1CCc2ccccc2N1	3	1	i	-5	7	-6	2	-17	-5
COc1ccc(N(C)S(=O)(=O)c2c(C)[nH]c(=O)[nH]c2=O)c(OC)c1	-2	-8	i	-2	-9	-4	4	-18	5
CC(=O)Nc1ccc(S(=O)(=O)N2CCSC2c2ccccc2)cc1 (configuration not stated)	-1	-5	i	-2	-3	11	7	12	4
Cc1nn(-c2ccccc2)c2sc(C(=O)NNC(=O)COc3cccc4ccccc34)cc12	-4	-7	i	-1	-8	3	0	-10	-1
OC[C@@H]1[C@@H](c2ccc(F)cc2)C(c2ccccc2)=NN1c1ccccc1	-1	8	·	1	21	-16	-29	18	-2
COc1ccc(OC)c(NC(=O)CSc2ncccc2C(=O)O)c1	1	-4	i	-5	-2	16	-8	-7	1
COc1ccc(S(=O)(=O)CCC(=O)N2CCN(c3cccc(Cl)c3)CC2)cc1	3	-1	i	0	8	6	7	4	2
Cc1cc(C)n(CC(C)NC(=O)CCc2nnc(CCc3ccccc3)o2)n1 (configuration not stated)	1	-11	i	3	-1	2	12	10	-2
Cc1ccc(CN2C(=O)CCC2(C)c2nnnn2-c2c(C)cccc2C)cc1 (configuration not stated)	·	-5	i	-4	2	·	7	2	2
CCOCCCN(C(=O)CNC(=O)c1ccco1)C(C(=O)NC1CCCC1)c1ccccc1C (configuration not stated)	3	0	i	-6	-9	-7	-2	-15	6
